SSB-PriA inh – inhibitors of Klebsiella pneumoniae PriA binding to SSB C-terminal tail, primary screen, biochemical, AlphaScreen; PriA–SSB C-terminal tail interaction (Klebsiella pneumoniae); inhibition, % at 33 µM; 430,000 compounds, 0.6% hits; AlphaScreen SSBct-PriA binding, biotinylated peptide; in the data active means inhibition mostly above about 37%, no sharp cut-off; inactive means mostly below about 20%;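 further: plate controls were negative control peptide for no effect and reference peptide for full effect; strong numbers were not always called active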
PfHsp40 yeast – rescue of yeast from PfHsp40 toxicity, primary screen, S. cerevisiae, ATP luminescence | 340,000 compounds, 0.68% hits | AID 504582, 2011 | S. cerevisiae expressing PfHsp40, growth rescue | growth rescue, % at 12.5 µM; in the data active means growth rescue above about 28%, passing the limit was not always enough;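 further: yeast W303a lacking pdr1 and pdr3 grown in galactose medium; growth measured after three days at 30 °C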
Rv3671c protease – Rv3671c serine protease inhibitors, primary screen, biochemical, fluorescence polarization, M. tuberculosis H37Rv; P9WHR9; inhibition, % at 5.96 µM; 320,000 compounds, 0.048% hits; AID 2606, 2010; in the data active means inhibition above about 38%;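 further: extracellular domain of Rv3671c used as enzyme; 0% = enzyme with DMSO and 100% = no enzyme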
BH1578 lux ind – inducers of Vibrio cholerae quorum light production without autoinducers, primary screen, BH1578 luxS cqsA deficient, single point; V. cholerae BH1578 lux reporter, luminescence, 6 h; activation, % at 18.7 µM; 350,000 compounds, 0.16% hits; AID 588436, 2011; in the data active means activation mostly above about 9.7%, no sharp cut-off; further: not every result past the cut was called active; inactives centre near 0; reference of the scale not given here
Y pestis TopoI – Yersinia pestis topoisomerase I inhibitors, primary screen, biochemical, cleavage product accumulation, plate reader, single point; DNA topoisomerase I (Yersinia pestis CO92); Y. pestis Topo-I cleavage product accumulation; activity, % at 10 µM; 360,000 compounds, 0.064% hits; AID 504884, 2011; in the data active means activity above about 50%, passing the limit was not always enough; further: inactives centre near 2
DUSP3 inh – VHR1 phosphatase inhibitors, primary screen, biochemical, absorbance, uHTS; Dual specificity protein phosphatase 3 (Homo sapiens), P51452; recombinant VHR phosphatase, pNPP absorbance; inhibition, % at 13.3 µM; 290,000 compounds, 0.52% hits; in the data active means inhibition above about 50%; further: some compounds called inactive have numbers as strong as hits
Target sequence (P51452 whole entry, looked up): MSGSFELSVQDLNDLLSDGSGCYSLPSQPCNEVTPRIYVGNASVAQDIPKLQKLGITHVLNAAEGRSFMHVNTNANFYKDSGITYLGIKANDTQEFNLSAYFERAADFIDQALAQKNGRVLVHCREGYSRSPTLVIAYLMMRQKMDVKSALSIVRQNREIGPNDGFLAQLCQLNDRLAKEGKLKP
SARS 3CLpro inh – SARS-CoV 3CLpro protease inhibitors, primary screen, biochemical, quenched FRET; 290,000 compounds, 0.14% hits; inhibition, % at 6 µM; Replicase polyprotein 1ab (Severe acute respiratory syndrome coronavirus), P0C6X7; AID 1706, 2009; recombinant SARS-CoV 3CLpro, quenched FRET peptide cleavage; in the data active means inhibition above about 12%
TcdB inh – TcdB glycohydrolase inhibitors, primary screen, biochemical, single point, plate reader; inhibition, % at 9.99 µM; Toxin B (Clostridioides difficile), P18177; TcdB glycohydrolase enzymatic assay; 350,000 compounds, 0.24% hits; in the data active means inhibition above about 10%
MazEF act – activators of E. coli MazEF toxin-antitoxin RNase, primary screen, biochemical, fluorescence, uHTS; Endoribonuclease toxin MazF (Escherichia coli (strain K12)), P0AE70; FAM/BHQ RNA-DNA oligo cleavage fluorescence, 5 h; activation, % at 20 µM; 350,000 compounds, 0.32% hits; AID 504720, 2011; in the data active means activation above about 50%
Target sequence (P0AE70 whole entry, looked up): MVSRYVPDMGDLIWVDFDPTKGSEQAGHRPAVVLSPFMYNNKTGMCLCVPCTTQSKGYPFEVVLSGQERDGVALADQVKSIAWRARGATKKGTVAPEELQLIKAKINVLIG
Anthrax LF inh2 – Bacillus anthracis LF protease inhibitors, primary screen, biochemical, multiplex microsphere, MLPCN library. Lethal factor (Bacillus anthracis), P15917. multiplex microsphere protease cleavage assay. inhibition, % at 10 µM. 360,000 compounds, 0.12% hits; in the data active means inhibition above about 30%; further: plate controls were buffer without enzyme for full effect and enzyme alone for no effect
Target sequence (P15917 whole entry, looked up): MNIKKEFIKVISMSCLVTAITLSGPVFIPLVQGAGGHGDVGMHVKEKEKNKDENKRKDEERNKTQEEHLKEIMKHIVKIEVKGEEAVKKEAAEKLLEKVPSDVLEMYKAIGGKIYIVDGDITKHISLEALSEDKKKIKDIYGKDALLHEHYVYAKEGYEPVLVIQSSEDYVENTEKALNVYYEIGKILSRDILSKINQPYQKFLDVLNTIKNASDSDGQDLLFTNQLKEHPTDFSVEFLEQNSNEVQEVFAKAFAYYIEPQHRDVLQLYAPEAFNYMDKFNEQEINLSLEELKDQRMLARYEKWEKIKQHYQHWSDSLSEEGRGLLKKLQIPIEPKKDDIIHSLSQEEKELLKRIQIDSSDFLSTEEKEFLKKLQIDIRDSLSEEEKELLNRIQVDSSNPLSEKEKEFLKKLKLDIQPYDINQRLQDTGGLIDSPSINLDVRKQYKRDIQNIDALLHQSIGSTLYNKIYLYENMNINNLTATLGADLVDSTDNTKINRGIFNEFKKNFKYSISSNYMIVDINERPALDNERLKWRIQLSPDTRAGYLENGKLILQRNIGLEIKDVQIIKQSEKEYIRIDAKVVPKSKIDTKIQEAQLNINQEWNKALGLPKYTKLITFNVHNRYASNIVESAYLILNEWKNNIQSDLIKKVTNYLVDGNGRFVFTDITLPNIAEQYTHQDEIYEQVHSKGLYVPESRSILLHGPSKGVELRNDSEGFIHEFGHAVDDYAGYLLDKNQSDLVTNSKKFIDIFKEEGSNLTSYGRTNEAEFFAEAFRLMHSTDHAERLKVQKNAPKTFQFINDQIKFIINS
Starred values were filed as active, the others as inactive; i = inactive; . = not tested or not shown; & = joins results of further samples. Some of the compounds tested (hit frequency here may not be typical).

SMILES	SSB-PriA inh	PfHsp40 yeast	Rv3671c protease	BH1578 lux ind	Y pestis TopoI	DUSP3 inh	SARS 3CLpro inh	TcdB inh	MazEF act	Anthrax LF inh2
CN(NC1OC(=O)c2ccccc21)c1ncc(C(F)(F)F)cc1Cl (stereo not given)	-5.6	0.0	-1.4	-0.4	7.2	-9.3	3.2	0.5	2.0	15.8
CC1(OC(=O)CCc2ccccc2)C(=O)C=C2C=C(c3ccc(C#N)cc3)N(C3CCCCC3)C=C2C1=O (stereo not given)	1.3	1.1	-16.5	-0.2	25.7	26.3	.	-1.2	-4.6	-1.6
CCC(C)(C)NC(=O)C(c1ccco1)N(C(=O)c1csnn1)c1cccc(F)c1 (stereo not given)	2.1	0.8	-1.3	2.9	-3.4	-3.7	3.9	.	2.2	4.8
CCOC(=O)N1CCN(C(=O)c2cn(CC)c3ccc(S(=O)(=O)N4CCOCC4)cc3c2=O)CC1	1.0	-0.2	-5.0	-2.6	5.8	-1.9	-0.8	0.0	-4.6	0.6
Brc1ccc(-c2noc(COc3ccc4c(c3)CCC4)n2)o1	-8.2	-1.5	-0.9	-0.1	-7.0	19.3	3.8	-7.0	-2.7	-2.9
Nc1cc(N)nc(SCCOc2ccccc2F)n1	-8.3	5.0	-6.4	-0.6	-0.4	4.2	-1.4	.	0.6	-3.8
Cc1cc(C)c2c(CC(=O)Nc3nccs3)coc2c1	-7.3	0.1	2.6	i	0.4	-7.5	5.6	.	5.9	-3.4
CCOc1cc2[nH]c(=S)n(Cc3ccc(C(=O)NCCN(CC)CC)cc3)c(=O)c2cc1OCC	1.7	-1.3	-14.4	i	-14.5	65.5	-3.1	0.1	25.6	1.7
CN(C)S(=O)(=O)c1cccc(-c2nn(-c3ccccc3)cc2/C=C2\SC(=S)NC2=O)c1	10.2	-1.1	-68.1	i	26.6	21.3	5.7	0.2	-4.0	1.4
O=C(O)c1ccc(Cl)c(S(=O)(=O)Nc2ccc3cn[nH]c3c2)c1	-0.8	-0.2	-41.4	i	8.4	19.0	3.6	4.7	9.2	-9.0

Exported comma-delimited: entries from further up.
molecule,SSB-PriA inh,PfHsp40 yeast,Rv3671c protease,BH1578 lux ind,Y pestis TopoI,DUSP3 inh,SARS 3CLpro inh,TcdB inh,MazEF act,Anthrax LF inh2
CCC(C)(C)NC(=O)C(c1ccco1)N(C(=O)c1csnn1)c1cccc(F)c1 (stereo not given),2.1,0.8,-1.3,2.9,-3.4,-3.7,3.9,.,2.2,4.8
CCOC(=O)N1CCN(C(=O)c2cn(CC)c3ccc(S(=O)(=O)N4CCOCC4)cc3c2=O)CC1,1.0,-0.2,-5.0,-2.6,5.8,-1.9,-0.8,0.0,-4.6,0.6
Brc1ccc(-c2noc(COc3ccc4c(c3)CCC4)n2)o1,-8.2,-1.5,-0.9,-0.1,-7.0,19.3,3.8,-7.0,-2.7,-2.9
Nc1cc(N)nc(SCCOc2ccccc2F)n1,-8.3,5.0,-6.4,-0.6,-0.4,4.2,-1.4,.,0.6,-3.8
Cc1cc(C)c2c(CC(=O)Nc3nccs3)coc2c1,-7.3,0.1,2.6,i,0.4,-7.5,5.6,.,5.9,-3.4
CCOc1cc2[nH]c(=S)n(Cc3ccc(C(=O)NCCN(CC)CC)cc3)c(=O)c2cc1OCC,1.7,-1.3,-14.4,i,-14.5,65.5,-3.1,0.1,25.6,1.7
CN(C)S(=O)(=O)c1cccc(-c2nn(-c3ccccc3)cc2/C=C2\SC(=S)NC2=O)c1,10.2,-1.1,-68.1,i,26.6,21.3,5.7,0.2,-4.0,1.4
O=C(O)c1ccc(Cl)c(S(=O)(=O)Nc2ccc3cn[nH]c3c2)c1,-0.8,-0.2,-41.4,i,8.4,19.0,3.6,4.7,9.2,-9.0

More entries.
SMILES	SSB-PriA inh	PfHsp40 yeast	Rv3671c protease	BH1578 lux ind	Y pestis TopoI	DUSP3 inh	SARS 3CLpro inh	TcdB inh	MazEF act	Anthrax LF inh2
CCc1nc(Cl)c(C#N)c2c1CCCC2	-32.4	-1.0	0.2	i	-6.7	32.7	0.1	-0.3	3.1	1.6
CC1=C(C(=O)OCC2CCCO2)C(c2ccsc2)C2=C(CCCC2=O)N1 (stereo not given)	6.0	-0.3	1.8	-0.1	18.5	16.5	3.9	0.0	-9.7	-6.6
C=CCN1C(=O)CSC1=Nc1ccc(NC(C)=O)cc1	-10.3	-0.7	7.7	i	3.4	1.3	-1.3	0.4	4.5	0.9
Cc1oc(-c2cccs2)nc1CN1CCC(CO)(CCOc2ccccc2)CC1	-1.9	-1.2	0.9	i	21.8	-9.9	-1.3	1.0	1.0	-1.8
Cc1cc(C)cc(NC(=O)Cc2ccc(-n3cccc3)cc2)c1	-7.0	-0.6	-0.2	i	-1.5	-4.5	-4.5	.	-3.0	-0.5
O=C(CN(C(=O)c1csnn1)c1cccc2c1CCCC2)NCc1ccc(F)cc1	-3.2	0.5	-7.8	-0.3	20.5	16.6	-3.4	0.4	0.1	2.9
O=C(CNc1ccc(Cl)c(C(F)(F)F)c1)N1CCN(S(=O)(=O)c2ccccc2)CC1	-7.2	-0.6	.	-1.3	25.5	.	.	0.3	-2.0	-6.4
CC1CN(c2ccc(Cl)cc2[N+](=O)[O-])CCN1S(C)(=O)=O (stereo not given)	3.4	-0.7	4.4	-0.5	2.8	-0.4	3.6	0.4	-1.9	-4.5
Cc1ccc(S(=O)(=O)NC2CCCC2)cc1C(N)=O	-1.7	-0.4	-1.5	-3.9	1.1	-1.6	2.2	0.0	-6.0	1.8
CCOC(=O)c1cnc2c(c(C3CC3)nn2C)c1N1CCOCC1	5.8	0.0	-2.0	i	-5.6	-11.0	3.6	0.3	-22.4	0.7
O=C(COC(=O)[C@H](Cc1ccccc1)NC(=O)c1cccs1)Nc1ccccc1C(F)(F)F	-8.5	-0.6	-3.4	-0.2	1.9	1.1	0.4	.	-9.5	0.4
CCOC(=O)C(=O)N(Nc1ccc(C)cc1)c1ccc(C)cc1	-13.9	5.7	2.8	-0.6	0.2	1.4	0.0	0.3	2.1	6.0
COP(=O)(OC)c1nc(-c2ccccc2)oc1N1CCOCC1	4.2	0.4	-0.3	-2.0	3.7	-4.4	3.6	.	-3.3	1.5
Cc1nc2nc(CC(=O)O)[nH]n2c(=O)c1[N+](=O)[O-]	-1.0	0.3	-8.3	-0.5	0.5	9.0	3.0	2.2	-0.3	3.1
Cc1ccc(N2C(=O)Nc3ccccc3C2(O)C(=O)NCCCOC(C)C)cc1C (stereo not given)	-9.1	0.3	-5.6	-1.2	-1.4	11.3	4.2	0.4	5.8	-3.6
CCCNC(=O)COc1coc(CN2CCN(c3ccccc3)CC2)cc1=O	-0.7	-0.1	-5.5	-0.3	5.4	9.2	-2.5	-0.3	8.0	-1.2
OC(CN1C2=NCCN2c2ccccc21)c1ccc2c(c1)OCO2 (stereo not given)	9.6	-1.4	5.2	-0.1	0.2	16.1	-2.9	.	49.0	0.9
CCSC1=N/C(=C\c2ccc(C(=O)O)cc2)C(=O)S1	-3.0	0.6	0.8	i	-5.1	15.3	-0.3	.	10.5	-4.8
Cc1ccnc(NS(=O)(=O)c2ccc(NC(=O)c3ccc(S(=O)(=O)N4CC(C)OC(C)C4)cc3)cc2)n1 (stereo not given)	-14.5	-1.0	-6.0	i	0.7	1.0	-5.8	.	-8.1	0.0
O=c1c2ccccc2c(/C=N/NS(=O)(=O)c2ccccc2)c(O)n1-c1ccccn1	.	0.4	-1.6	-1.2	-0.6	25.9	-1.9	-5.5	-211.4	0.7
CN(C(=O)Nc1ccccc1)C1CCCCC1	-2.7	1.4	-2.9	-0.3	-0.6	7.7	0.2	1.3	0.3	-7.7
OC(CCc1ccncc1)c1ccccc1 (stereo not given)	2.3	0.7	1.8	-5.9	-2.5	.	.	0.0	7.3	-8.7
CC(C)(C)[C@@H]1C=C(C(=O)NC2CC2)O[C@H](OCc2ccc(CO)cc2)C1	-13.7	-0.5	3.8	-0.5	8.9	3.1	0.2	1.6&1.2	0.7	-6.4
CN(C)S(=O)(=O)c1ccc(S(=O)(=O)N2CCCC(C(=O)NC3CCCC3)C2)cc1 (stereo not given)	-9.6	-0.4	-0.9	-0.2	-6.2	11.3	-2.9	2.1	-5.9	1.4
CCC(C(=O)N1CCN(C(=O)c2ccco2)CC1)n1sc2ccccc2c1=O (stereo not given)	4.6	-0.2	-9.1	-0.2	1.2	41.9	0.2	1.0	-1.5	-2.2
O=C(N/N=C/c1cccs1)C(=O)N1CCCC1	.	0.8	-13.8	-0.3	4.3	23.4	-3.0	1.4	-3.2	0.7
COc1ccc(C(=O)N2CCC(n3nccc3NC(=O)C3CCOC3)CC2)cc1 (stereo not given)	-3.2	1.0	-10.6	-3.6	6.8	19.2	0.3	-0.4	4.8	-0.2
Nc1nnc(-c2ccc(Cl)cc2)s1	-14.0	0.7	0.3	i	4.2	11.3	1.2	.	2.6	-2.1
CCOC(=O)C1(C)CCN1C(=O)c1cncc(Br)c1 (stereo not given)	.	.	.	-0.4	2.7	.	.	-0.4	.	-8.2
COc1ccccc1Nc1nc(-c2ccc3c(c2)NC(=O)CO3)cs1	1.8	0.8	12.4	-0.2	-8.9	-9.8	2.0	-1.0	-10.1	-1.7
C1CNC(C23CC4CC(CC(C4)C2)C3)=N1	-1.0&-4.9	-0.3	-0.8	i	-9.3	15.4	1.0	1.1	12.8	-5.5
O=C(CSc1ccncc1)Nc1ccc(S(=O)(=O)Nc2nccs2)cc1	-5.7	0.4	-15.9	0.3	0.7	28.8	-5.5	-0.1	2.4	2.4
O=C(CCNC(=O)c1ccc(Cl)cc1)Nc1c(F)c(F)cc(F)c1F	-13.0	0.4	13.6	-0.3	7.0	7.3	0.3	.	-0.6	-3.7
CCc1nc2ccccc2c(NC(=O)CN2CCC(C)CC2)c1C	-8.3	-1.3	3.3	-0.6	0.8	12.1	1.3	.	-3.3	-7.4
CCc1c(C(=O)Nc2ccc(S(=O)(=O)N3CCOCC3)cc2)csc1C	-6.2	2.5	0.4	i	0.1	-3.9	2.7	.	-3.3	-1.4
O=C(Nc1cccc(S(=O)(=O)N2CCCCC2)c1)C1CCCN1S(=O)(=O)c1ccccc1F (stereo not given)	-5.2	1.3	-4.9	i	30.8	.	.	0.9	-4.7	-5.1
CC(=O)Nc1ccc2nc(C3CC3)n(Cc3ccc(Cl)cc3)c(=O)c2c1	6.0	1.4	-3.8	i	-3.6	8.5	-1.0	1.9	0.9	-1.0
CCOC(=O)c1[nH]c2ccccc2c1NC(=O)CC(C)C	i	-0.7	3.6	-0.2	-2.4	10.4	.	0.2	-13.7	-11.5
Cc1cc(CN(C)C(=O)C2CCC(=O)N(CCc3cccc(F)c3)C2)on1 (stereo not given)	-12.6	2.2	2.3	i	-1.8	45.3	-3.0	-1.2	2.7	-3.4
CC(C)CCC1(CCO)C(=O)NC(=S)NC1=O	0.2	-1.8	.	-3.3	-3.7	.	.	1.0	2.8	-8.0
COC(=O)C1(c2ccccc2)NC(c2cccs2)C2C(=O)N(c3ccccc3)C(=O)C21 (stereo not given)	3.9	0.5	2.0	0.5	-0.5	.	-0.6	.	-0.5	-5.8
Cc1nn(C)c(C)c1CNC(=O)Nc1ccc2c(c1)OCO2	11.1	-0.8	4.3	-0.2	-12.6	16.1	1.4	2.5	5.2	-1.4

Screens (PubChem BioAssay)
